KOR beta-arrestin-1: kappa opioid receptor blockers – cell-based, luminescence, uHTS (AID 1778); KOR beta-arrestin recruitment, luminescence, antagonist mode; higher % means a stronger effect; one-dose inhibition, % at 10 µM; IC50 in µM for titrated hits; 290,000 tested, 0.091% active; further: strong numbers were not always called active
KOR beta-arrestin-2: kappa opioid receptor activators – cell-based, luminescence, uHTS, primary screen (AID 1777). KOR beta-arrestin recruitment, luminescence; higher % means a stronger effect. one-dose activation, % at 10 µM; EC50 in µM for titrated hits. 280,000 tested, 0.02% active; in the data active means activation above about 50%, passing the limit was not always enough; further: a part of the inactive calls stands beside numbers as strong as those of hits
NOD1 NF-kB reporter: NOD1 signaling inhibitors, primary screen, cell-based, luminescence, uHTS (AID 1578); NOD1-driven NF-kB luciferase reporter cells, luminescence; higher % means a stronger effect; inhibition, % at 4 µM, or EC50 in µM where a hit was titrated; 290,000 tested, 1% active; in the data active means inhibition mostly above about 36%, no sharp cut-off; inactive means mostly below about 34%;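 further: HEK-293T reporter cells stimulated with the NOD1 agonist gamma-tri-DAP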
PhoP inhibition: inhibitors of PhoP regulon expression, primary screen, Salmonella Typhimurium, GFP reporter (AID 1863); S. Typhimurium PhoP-regulated promoter GFP reporter, 4 h; higher % means a stronger effect; inhibition, % at 50 µM, or IC50 in µM where a hit was titrated; 300,000 tested, 0.16% active;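 active means inhibition over 29.93%, a cutoff 3 SD above the screen mean, later confirmed by dose response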;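 further: 0% = low Mg2+ inducing control and 100% = high Mg2+ repressing control; strong numbers were not always called active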
HIV peptide binding: cell-free HIV fusion peptide-binding blockers – biochemical, uHTS, fluorescence dequenching, primary screen (AID 1986); cell-free peptide binding, fluorescence dequenching, 30 min; higher % means a stronger effect; one-dose inhibition, % at 20 µM; IC50 in µM for titrated hits; 290,000 tested, 0.3% active; in the data active means inhibition mostly above about 52%, no sharp cut-off; inactive means mostly below about 76%; further: some results filed as inactive read as strong as hits
LYP phosphatase: inhibitors of LYP phosphatase, biochemical, fluorescence intensity, uHTS (AID 1779); recombinant LYP phosphatase, fluorescence intensity; higher % means a stronger effect; inhibition, % at 11.5 µM; hits with a dose series show IC50 in µM; 290,000 tested, 0.054% active;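 further: plate controls were vehicle with enzyme for no effect and no enzyme for full effect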
NOD2 inhibition: NOD2 signaling inhibitors, cell-based, luminescence, uHTS, HEK293 (AID 1566); HEK293 NOD2/NF-kB luciferase reporter, luminescence; higher % means a stronger effect; inhibition, % at 4 µM; hits with a dose series show EC50 in µM; 290,000 tested, 0.63% active; further: many of its hits are not listed in these tables
Myeloid diff MLP: compounds promoting myeloid differentiation | ER-HoxA9 myeloid progenitors, lysozyme-GFP differentiation, flow cytometry | calls only at 10 µM | 360,000 tested, 1% active;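 active means normalized GFP-positive differentiation at or above the plate's own cutoff, the solvent-only control mean plus 3 SD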;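 further: cells exposed to compound for four days before flow analysis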
SIAH1 antagonists: Siah-1 peptide-binding antagonists, primary screen, biochemical, fluorescence polarization, rhodamine-plectin, uHTS (AID 1817). one-dose displacement, % at 20 µM; IC50 in µM for titrated hits. 290,000 tested, 0.02% active. Siah-1 / rhodamine-plectin peptide fluorescence polarization; higher % means a stronger effect;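 active means displacement of at least 50% at 20 µM, with a fluorescence ratio check between 0.3 and a set limit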;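 further: plate controls were Siah plus tracer with DMSO for no effect and tracer alone without Siah for full effect; strong numbers were not always called active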
Myeloid diff MLP GFP+ MAC1+ %: second read-out of Myeloid diff MLP, no call of its own (marks repeat the call); GFP+ MAC1+ double positive, %; measured here: differentiation confirmed by MAC1 staining
Numbers without * were called inactive; i = inactive; . = no result given; + = active, no number; [ ] = dose if it differs, or a comment. Unless noted, no stated cut-off is given here; in the data, active means inhibition above about 50%; inactive means the rest.

Sequence of screens: KOR beta-arrestin-1	KOR beta-arrestin-2	NOD1 NF-kB reporter	PhoP inhibition	HIV peptide binding	LYP phosphatase	NOD2 inhibition	Myeloid diff MLP	Myeloid diff MLP GFP+ MAC1+ %	SIAH1 antagonists
> CCCCN(C)C(=O)c1cn(C)c2ccc(S(=O)(=O)N3CCC(C)CC3)cc2c1=O
    -15%	5.5%	-12%	-2%	-1.2%	-9%	5%	i	0.7	3%
> CC(C)COc1ccc2[nH]c3c(c2c1)CCCC3=O
    -28%	-3.5%	-12%	3%	3.0%	-9%	5%	.	.	11%
> CCCOc1ccccc1/C=C1\SC(N2CCCCC2)=NC1=O
    -47%[20 µM]	-3.6%	-23%	-6%	-0.5%	-2%	-46%	i	0.4	-4%
> O=C(c1cc2c(s1)-c1ccccc1S(=O)(=O)C2)N1CCCC1
    22%	7.0%	-12%	4%	-0.4%	0%	-7%	i	0.4	-2%
> Cc1cnnc2ccc3c(no[n+]3[O-])c12
    -20%	-0.4%	-5%	1%	5.1%	-7%	-13%	i	0.7	8%
> O=C(c1ccccc1)c1cccc(NC(=O)c2ccc(Br)o2)c1
    5%	-0.4%	12%	1%	-1.5%	-9%	9%	i	0.3	-2%
> Nn1c(Nc2ccccc2)nc2sc3c(c2c1=O)CCC3
    7%	-1.7%	-29%	-6%	0.0%	7%	-6%	i	0.4	-3%
> CCCCCCC1C(C#N)=C(N)OC2=C1C(=O)CC(C)(C)C2 (stereo not drawn)
    15%	2.4%	-14%	-3%	-0.4%	0%	11%	i	1.5	6%
> CCn1c(C)nc2cc(C(=O)N/N=C/c3ccc(OC)c(O)c3)ccc21
    -24%	-1.2%	27%	-9%	-2.6%	-1%	14%	i	0.6	-1%
> O=C(COc1ncnc2ccccc12)NCCCN1CCCC1=O
    -3%	-3.6%	6%	1%	1.1%	-4%	8%	i	0.6	1%
> CCOP(=O)(OCC)C(NC(=O)NS(=O)(=O)c1ccc(C)cc1)c1ccccc1 (stereo not drawn)
    -41%	23%	-14%	4%	0.3%	-7%	0%	i	1.4	-3%
> COc1ccccc1-n1c(CCC(=O)O)ccc1-c1ccccc1
    -44%[20 µM]	1.3%	6%	11%	1.7%	-12%	5%	i	0.7	1%
> COc1ccc(/C=C(\NC(=O)c2ccco2)C(=O)NCc2ccco2)cc1
    -29%	4.3%	7%	-1%	-2.8%	-5%	-24%	i	0.4	-1%
> CCN1CCc2c(OCC(=O)N3N=C(c4cccs4)CC3c3ccc(F)cc3)cccc2C1=O (stereo not drawn)
    21%	-4.5%	-18%	-4%	-1.2%	0%	7%	i	1.0	4%
> COc1ccc(C)cc1NC(=O)C1CC(=O)N(Cc2ccco2)C1 (stereo not drawn)
    6%	4.9%	-17%	-6%	6.9%	-10%	10%	i	1.5	1%
> COc1ccc(C2OC(=O)Cc3cc(OC)c(OC)cc32)cc1 (stereo not drawn)
    13%	-6.3%	-18%	-5%	-1.4%	-7%	1%	i	0.3	14%
> COc1cc(C2C3=C(CC(C)(C)CC3=O)Nc3ccccc3N2C(C)=O)cc(OC)c1OC (stereo not drawn)
    -18%[20 µM]	4.5%	-12%	-9%	0.7%	-1%	6%	i	2.1	1%
> COc1ccc(CN2CCN(C(=O)c3ccc(CNS(=O)(=O)c4ccc(C)cc4)cc3)CC2)c(OC)c1OC
    -15%	1.6%	-13%	-6%	0.0%	-6%	9%	i	1.0	4%
> O=C(Cc1nnc(NC(=O)c2ccccc2)s1)N/N=C/c1ccc(O)cc1
    -13%[20 µM]	-5.7%	-30%	1%	0.4%	-6%	8%	i	0.9	14%
> COc1ccc2cc(C3(C)NC(=O)NC3=O)ccc2c1 (stereo not drawn)
    -14%	3.2%	13%	5%	2.7%	-5%	13%	i	1.4	1%
> O=c1sc2ccccc2n1COc1ccc(Cl)cc1
    -26%	1.8%	-64%	-4%	0.0%	-3%	-46%	i	0.7	1%
> CCC(C)(C)NC(=O)C(c1ccc(C)o1)N(Cc1ccc2c(c1)OCO2)C(=O)c1snc(C(N)=O)c1N (stereo not drawn)
    0%	-4.6%	-23%	10%	-1.1%	-4%	11%	i	1.1	-2%
> C=CCNC(=O)/C(=C/c1cccc([N+](=O)[O-])c1)NC(=O)c1ccco1
    -11%[20 µM]	-2.9%	-34%	0%	0.2%	-3%	7%	i	0.8	1%
> COc1cccc(C(=O)Nc2nnc(SCC(=O)NC3CC3)s2)c1
    -3%	-2.0%	-40%	-1%	-1.2%	-8%	-25%	i	2.7	8%
> COc1ccc2cc(/C(C)=N/NC(=O)C3CC3)ccc2c1
    5%	-6.6%	-38%	2%	-1.3%	-9%	-37%	i	0.4	3%
> CCNC(=S)Nc1cccc(Cl)c1C
    31%	-2.7%	-25%	1%	-2.5%	-4%	9%	i	1.9	10%
> Cc1ccccc1Nc1nc(N)nc(COC(=O)c2ccccc2)n1
    -10%	-2.5%	-41%	-11%	0.3%	-7%	-33%	i	0.1	1%
> CCOC(=O)c1c(NC(=S)N2CCN(C)CC2)sc(C)c1-c1ccccc1
    -7%	0.1%	-12%	9%	-2.0%	-6%	2%	i	2.1	4%
> COc1ccc(N2CC(C(=O)OCC(=O)Nc3cccc(C)c3)CC2=O)cc1 (stereo not drawn)
    8%	1.6%	-10%	-3%	1.1%	-6%	-7%	i	0.7	10%
> O=C(Nc1nc2c(s1)CCCC2)c1cccnc1
    -66%	0.4%	-42%	0%	-1.5%	-9%	-55%	i	11	-4%

Structural class: the compounds so far with two or more sulfur atoms (3)
Sequence of screens: KOR beta-arrestin-1	KOR beta-arrestin-2	NOD1 NF-kB reporter	PhoP inhibition	HIV peptide binding	LYP phosphatase	NOD2 inhibition	Myeloid diff MLP	Myeloid diff MLP GFP+ MAC1+ %	SIAH1 antagonists
> O=C(c1cc2c(s1)-c1ccccc1S(=O)(=O)C2)N1CCCC1
    22%	7.0%	-12%	4%	-0.4%	0%	-7%	i	0.4	-2%
> COc1cccc(C(=O)Nc2nnc(SCC(=O)NC3CC3)s2)c1
    -3%	-2.0%	-40%	-1%	-1.2%	-8%	-25%	i	2.7	8%
> CCOC(=O)c1c(NC(=S)N2CCN(C)CC2)sc(C)c1-c1ccccc1
    -7%	0.1%	-12%	9%	-2.0%	-6%	2%	i	2.1	4%

Next part
Sequence of screens: KOR beta-arrestin-1	KOR beta-arrestin-2	NOD1 NF-kB reporter	PhoP inhibition	HIV peptide binding	LYP phosphatase	NOD2 inhibition	Myeloid diff MLP	Myeloid diff MLP GFP+ MAC1+ %	SIAH1 antagonists
> CC1CN(c2oc(COc3ccc(Cl)cc3Cl)nc2C#N)CC(C)O1 (stereo not drawn)
    0%	-4.6%	-13%	-3%	-0.2%	-3%	8%	i	0.6	22%
> COCCn1c(=S)[nH]c2cc(C(=O)N3CCN(c4cccc(Cl)c4)CC3)ccc2c1=O
    -26%	1.6%	13%	7%	-1.0%	-6%	26%	i	3.4	-2%
> CCOc1ccc(OCCCC(=O)NCCOc2ccccc2OC)cc1
    12%	-2.6%	-13%	-8%	-0.3%	-12%	19%	.	.	10%
> O=C(CSc1ccc(-c2ccccn2)nn1)N1CCc2ccccc21
    -29%	1.6%	-2%	-3%	1.2%	-3%	-68%	i	0.2	-12%
> Cc1ccc(S(=O)(=O)Nc2ccc(S(=O)(=O)Nc3ncccn3)cc2)cc1
    -13%	1.7%	-14%	-10%	1.1%	-9%	4%	i	2.4	-2%
> O=C(COc1cccnc1[N+](=O)[O-])Nc1ccc(Cl)c(S(=O)(=O)N2CCOCC2)c1
    -12%	-0.9%	-7%	4%	-1.7%	1%	-3%	i	0.8	2%
> O=C(N/N=C\c1ccccc1)c1sccc1-n1cccc1
    -18%	2.7%	6%	1%	-1.7%	5%	-7%	i	0.8	-1%
> CC1CN(C(=O)CCC(=O)NCCCN2CCN(Cc3ccccc3)CC2)c2cc(Cl)ccc2O1 (stereo not drawn)
    -36%	4.4%	8%	0%	0.8%	-13%	6%	i	0.4	-3%
> O=C(Nc1ccc(Cn2cccn2)cc1)c1ccc(COc2cccc(Br)c2)cc1
    -16%	-11%	-49%	-1%	1.1%	2%	-149%	+	0.7*	4%
> COc1ccc(CNC(=O)CN(c2ccc(C(C)C)cc2)S(=O)(=O)c2c(C)noc2C)cc1
    -41%	5.7%	-12%	-1%	-1.0%	-2%	5%	i	1.1	-2%
> Cc1cc(C)cc(N(CC(=O)N/N=C/c2ccncc2)S(=O)(=O)c2ccccc2)c1
    -23%	6.0%	9%	-6%	-2.2%	-5%	8%	i	1.2	-2%
> CC(C)[C@H](Nc1ccc(S(=O)(=O)N2CCOCC2)cc1[N+](=O)[O-])C(=O)OCC(N)=O
    10%	-1.8%	-29%	-15%	2.5%	-8%	-5%	i	1.5	2%
> COc1ccc(-c2nc(N3CCOCC3)nc3n[nH]c(N)c23)cc1
    -10%	-2.7%	65%	5%	-2.6%	-5%	-75%	i	1.4	-2%
> c1ccc(NCn2cncn2)nc1
    -10%	0.8%	-23%	-7%	-0.8%	-8%	10%	i	2.2	4%
> O=C(CCc1nnc(CCCCc2ccccc2)o1)NCCc1cccnc1
    -12%	1.1%	-13%	3%	0.1%	-12%	24%	i	1.4	-6%
> CN(N)c1nc2ccccc2nc1C(F)(F)F
    26%	-0.7%	-20%	6%	-1.6%	-2%	12%	i	0.2	2%
> Fc1ccc(NC(=S)NC23CN4CN(CN(C4)C2)C3)cc1
    -3%	4.3%	0%	-16%	-0.3%	-6%	16%	i	0.7	-4%
> Cc1cccc(C(=O)Oc2ccccc2-c2nnco2)c1
    4%	0.3%	-2%	1%	3.7%	-7%	-4%	i	1.4	0%
> COCCCNC(=O)C(CC(N)=O)NC(=O)OCc1ccccc1 (stereo not drawn)
    20%	.	-8%	-8%	-2.1%	-8%	-104%	i	0.4	0%
> Cc1sc(NC(=O)CSc2nnc(COc3ccccc3)n2C)c(C#N)c1C
    13%	-2.3%	-27%	-7%	-2.1%	-1%	15%	i	0.4	1%
> COc1ccc2c(c1)N(C(=O)CSc1n[nH]c(C)n1)C(C)(C)C=C2C
    10%	1.8%	-12%	2%	0.6%	-1%	6%	i	1.7	1%
> CC(Cc1ccccc1)C(=O)Nc1ccc(Br)cc1 (stereo not drawn)
    12%	-1.8%	-7%	6%	-1.4%	-6%	-5%	i	0.2	3%
> O=C(Cn1cc(C(F)(F)F)cc(Cl)c1=O)Nc1cccc(Cl)c1
    17%	-4.0%	-32%	6%	-2.2%	-7%	-31%	i	0.8	0%
> Cc1c(OC(C)C(=O)O)ccc2c3c(c(=O)oc12)CCCC3 (stereo not drawn)
    -8%	-4.6%	-5%	4%	-0.3%	-6%	3%	i	0.2	3%
> O=[N+]([O-])c1cccc(S(=O)(=O)Nc2ccc(Cc3ccncc3)cc2)c1
    6%	-4.2%	-5%	-6%	0.0%	0%	7%	i	0.8	0%

Compound activity: PubChem, several laboratories

These rows are one share of the data; count on the stated rates, not on these rows.
